CHRM5 PAM – human M5 muscarinic receptor positive allosteric modulators, primary screen, CHO-K1 cells, Fluo-8 calcium fluorescence; Muscarinic acetylcholine receptor M5 (Homo sapiens), P08912; CHO-K1 hM5, ACh EC20 PAM; 0% = ACh EC20, 100% = ACh EC100; activation, % at 3 µM; 360,000 tested, 0.3% active;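 active means activation above the run cutoff, the mean activation of all test compounds plus 3 SD, cut at about 18% in these data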
Target sequence (P08912 whole entry, looked up): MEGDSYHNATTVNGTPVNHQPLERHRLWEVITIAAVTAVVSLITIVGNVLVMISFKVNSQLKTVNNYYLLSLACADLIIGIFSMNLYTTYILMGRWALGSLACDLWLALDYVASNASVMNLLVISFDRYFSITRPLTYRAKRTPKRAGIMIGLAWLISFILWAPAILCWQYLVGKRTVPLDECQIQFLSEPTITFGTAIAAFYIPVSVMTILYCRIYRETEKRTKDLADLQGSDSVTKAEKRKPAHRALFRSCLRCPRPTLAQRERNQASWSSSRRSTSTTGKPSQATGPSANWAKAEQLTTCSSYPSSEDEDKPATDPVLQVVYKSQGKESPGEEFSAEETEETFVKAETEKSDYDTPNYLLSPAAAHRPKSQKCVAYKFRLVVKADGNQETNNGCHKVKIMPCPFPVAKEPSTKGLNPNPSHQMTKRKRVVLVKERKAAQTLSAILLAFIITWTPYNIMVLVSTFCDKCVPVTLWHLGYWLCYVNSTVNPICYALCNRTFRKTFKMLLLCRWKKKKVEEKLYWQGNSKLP
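System: CHO-K1 cell line with stable human muscarinic M5 receptor expression | Also added: EC20 acetylcholine as agonist stimulus | Compound: One concentration, 3 µM final (nominal) | Timing: Fluo-8 loading 80 min at 37 °C plus 30 min room temperature | Measured by: Fluo-8 calcium dye fluorescence, kinetic read | Read-out basis: % activation, ACh-normalized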
CRFBP-R2 block – antagonists of CRF-BP/CRF-R2 complex, primary screen, cell-based, HEK293, calcium dye fluorescence, uHTS | CRF-induced calcium fluorescence | inhibition, % at 11.8 µM | 350,000 tested, 0.59% active | AID 588475, 2011;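 active means inhibition of the ligand-induced calcium signal above about 50% at the single tested concentration, limit read from the data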
M5 antag – human M5 muscarinic receptor antagonists, primary screen, CHO cells, Fluo-8 calcium fluorescence. inhibition, % at 3 µM. 360,000 tested, 0.59% active. CHO-hM5 cells, ACh EC80;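 active means inhibition above a per-plate cutoff, the mean of that plate's test compounds plus 3 SD, cut at about 27% in these data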;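 further: 0% = acetylcholine EC80 with DMSO and 100% = DMSO without agonist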
TAAR1 antag – human TAAR1 antagonists, primary screen, Fluo-8 calcium fluorescence, CHO RD-HGA16 cells. antagonist. inhibition, % at 3 µM. 360,000 tested, 1.5% active;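 active means inhibition above a per-plate cutoff, the mean inhibition of test compounds on that plate plus 3 SD, cut at about 49% in these data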;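 further: 0% = DMSO plus EC80 beta-PEA response and 100% = DMSO alone without agonist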
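Test system – hTAAR1-expressing CHO RD-HGA16 cells, Gα16-coupled · Reagent – β-PEA at EC80 concentration, post-compound challenge · Compound dosing – 3 µM, single point · Timing – 140 s kinetic read after compound, 140 s after agonist · Detection – Fluo-8 intracellular calcium dye fluorescence, real-time kinetic reads · Control set – DMSO and EC80 PEA controls · Repeats – n of 1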
CHRM4 PAM – human M4 muscarinic receptor positive allosteric modulators, primary screen, CHO-K1 cells, Fluo-8 calcium fluorescence | Muscarinic acetylcholine receptor M4 (Homo sapiens), P08173 | CHO-K1 hM4/Gqi5, ACh EC20; 0% = ACh EC20, 100% = maximal ACh | activation, % at 3 µM | 360,000 tested, 0.4% active | AID 624126, 2012;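 active means activation above its plate's cutoff, the mean activation of sample wells plus 3 SD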; further: some results filed as inactive read as strong as hits
Target sequence (P08173 whole entry, looked up): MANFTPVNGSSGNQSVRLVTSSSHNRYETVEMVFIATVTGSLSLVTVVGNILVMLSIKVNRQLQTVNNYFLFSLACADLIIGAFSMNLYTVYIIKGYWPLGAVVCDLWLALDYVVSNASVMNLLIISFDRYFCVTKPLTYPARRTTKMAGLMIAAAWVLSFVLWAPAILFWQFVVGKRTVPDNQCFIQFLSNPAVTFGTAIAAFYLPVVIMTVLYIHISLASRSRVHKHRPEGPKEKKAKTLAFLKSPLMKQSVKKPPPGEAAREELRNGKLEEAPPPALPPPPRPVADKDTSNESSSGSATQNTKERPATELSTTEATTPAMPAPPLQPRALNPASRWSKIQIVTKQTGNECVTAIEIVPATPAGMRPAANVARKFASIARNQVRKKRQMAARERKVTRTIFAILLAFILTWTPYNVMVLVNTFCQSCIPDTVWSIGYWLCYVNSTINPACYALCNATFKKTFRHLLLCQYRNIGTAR
TAAR1 ag – human TAAR1 agonists, primary screen, Fluo-8 calcium fluorescence, CHO RD-HGA16 cells; vehicle wells 0%, saturating PEA agonist 100%; activation, % at 3 µM; 360,000 tested, 0.99% active; AID 624467, 2012;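 active means activation above the mean activation of all test compounds in the run plus 3 SD, cut at about 38% in these data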
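Benchmarks: low control DMSO, high control PEA (EC100); System: CHO RD-HGA16 cells carrying human TAAR1 plus Gα16; Detection: Fluo-8 fluorescence, 5 s baseline then 140 s kinetic read; Schedule: 17-24 h plating, Fluo-8 75 min 37 °C, 30 min RT; Read-out basis: % activation from peak over basal fluorescence ratio, DMSO-to-PEA scaled.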
M5 ag – human M5 muscarinic receptor agonists, primary screen, CHO-K1 cells, Fluo-8 calcium fluorescence | Muscarinic acetylcholine receptor M5 (Homo sapiens), P08912 | CHO-K1 hM5 cells; 0% DMSO wells, 100% maximal acetylcholine response | activation, % at 3 µM | 360,000 tested, 0.19% active | AID 624037, 2012;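 active means activation above the run's mean over test compounds plus 3 SD, cut at about 23% in these data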;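 further: signal is peak over basal fluorescence ratio across the kinetic read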
M1 PAM parental – nonselective calcium activators in parental CHO-K1 cells, primary screen, counter-screen for M1 PAM project, cell-based, Fluo-8 calcium fluorescence, full deck, 1536-well. ATP EC20; 0% at ATP EC20, 100% at ATP max. activation, % at 3 µM. 360,000 tested, 0.02% active. AID 602247, 2012;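 active means activation above the run cutoff, the mean activation of all test compounds plus 3 SD, cut at about 40% in these data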;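 further: peak over basal fluorescence ratio in a 140 s read after ATP addition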
CRFBP-R2 agonist – agonists of CRF-BP/CRF-R2 complex, primary screen, cell-based, HEK293, calcium dye fluorescence, uHTS; CRF-binding protein / CRF receptor 2 complex (human); 350,000 tested, 0.46% active; AID 588473, 2011; activation, % at 13.2 µM; calcium dye fluorescence (FLIPR); percent of saturating CRF peptide response;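 active means activation of at least 50%, plus an integration ratio under a set limit after plate pattern correction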;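 further: plate controls were neutral control wells without compound for no effect and CRF at EC100 for full effect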
Starred values were filed as active, the others as inactive; nt = no result given.

| Molecule | CRFBP-R2 block | TAAR1 antag | M5 ag | CHRM4 PAM | TAAR1 ag | CRFBP-R2 agonist | CHRM5 PAM | M5 antag | M1 PAM parental |
| --- | --- | --- | --- | --- | --- | --- | --- | --- | --- |
| COc1ccc(S(=O)(=O)N2CCN(C(=O)CCCN3C(=O)NC4(CCCC4)C3=O)CC2)cc1 | 55* | -11 | 0 | 9 | 0 | -0.9 | 5 | 2 | 2 |
| Cc1cc(C)c(OCC(=O)NCC(C)(C)N2CCOCC2)c(C)c1 | 3 | -18 | -5 | 4 | 2 | 1.3 | 5 | 2 | -1 |
| COc1ccc(C(=O)Nc2cc(C(=O)c3ccccc3)c(C)oc2=O)cc1 | -4 | 5 | 2 | -4 | 37 | 0.7 | -5 | 7 | 18 |
| Cc1ccc2c(c1)c1c3n2CCN(CC#N)C3CCC1 (stereo not drawn) | -6 | -20 | -3 | 0 | 3 | 3.9 | -4 | 9 | 12 |
| Cc1cc(C)cc(NC(=O)c2ccccc2CC[N+](=O)[O-])c1 | 0 | -3 | -6 | 8 | -3 | -2.1 | -2 | 12 | 24 |
| Cc1ccccc1NC(=O)Cc1nc(COC(=O)c2cc(Cl)ccc2O)cs1 | 5 | -3 | -3 | -2 | -1 | 2.6 | 1 | -4 | 16 |
| O=C(O)c1cc(-c2ccc(N3CCOCC3)cc2)nn1-c1ccccc1Cl | 9 | 23 | -2 | 7 | 2 | 6.1 | -5 | -9 | 17 |
| CCOC(=O)c1nc(NCc2ccccc2)sc1C | -10 | -5 | -4 | -5 | -3 | -0.5 | -4 | 16 | 1 |
| Cn1cc(C(=O)NC2CCCCC2)c(=O)c2cc(S(=O)(=O)N3CCOCC3)ccc21 | -5 | -15 | -3 | -4 | 3 | -0.2 | -1 | -5 | 10 |
| O=C(Oc1ccccc1Cl)c1ccc2c(=O)n3c(nc2c1)CCC3 | -9 | -7 | 7 | 7 | 2 | 0.4 | 5 | -5 | -2 |
| COc1ccc(NC(=O)C(NS(=O)(=O)c2ccc3c(c2)CCCN3C(C)=O)C(C)C)c(OC)c1 (stereo not drawn) | 1 | -3 | -2 | -5 | 8 | -3.2 | -4 | -1 | 14 |
| CCC(=O)c1cc2c(cc1NC(=O)c1ccc(C)cc1)OCCO2 | -40 | 3 | 6 | 8 | 3 | 15 | 5 | -5 | 18 |
| O=C(Cc1cccc2ccccc12)Nc1nnc(-c2cccc([N+](=O)[O-])c2)s1 | -14 | -16 | 2 | 6 | 0 | 3.8 | 0 | 2 | 17 |
| CCN(CC)CCNC(=S)Nc1ccc2nc(N3CCOCC3)cc(C)c2c1 | 3 | 4 | -3 | 1 | 3 | 1.8 | -1 | -5 | -13 |
| O=C(N[C@@H]1c2ccccc2CC[C@@H]1OCc1ccccc1)c1ccc(-c2ccccc2)cc1 | 10 | -12 | 0 | 3 | 7 | 2.7 | 2 | -6 | 14 |
| CCCn1nnnc1SCC(=O)N1C(C)CCCC1C (stereo not drawn) | 10 | 16 | -3 | -7 | 4 | -0.6 | -6 | 14 | -15 |
| CCOc1ccc(NC(=O)NCc2ccco2)cc1 | 2 | 18 | -2 | 1 | 0 | -1.6 | -4 | 2 | 2 |
| CC1(c2ccc3ccccc3c2)NC(=O)N(CC(=O)O)C1=O (stereo not drawn) | 0 | -1 | -5 | 9 | 0 | -1.9 | -2 | -4 | 12 |
| CNS(=O)(=O)c1cccc(C(=O)OCC(=O)c2ccc3[nH]c(=O)[nH]c3c2)c1 | -7 | 1 | 2 | 9 | 1 | -1.5 | 1 | -8 | -9 |
| OCCCC1CCCN(Cc2cn[nH]c2-c2ccc(F)cc2F)C1 (stereo not drawn) | 7 | 9 | -2 | 0 | 4 | -1.3 | 1 | -1 | 17 |
| CC1=C(C(=O)N(C(C)C)C(C)C)CC(CC(=O)NC(c2ccccc2)c2ccccc2)C(=O)N1CCC1=CCCCC1 (stereo not drawn) | nt | -14 | -2 | 2 | -2 | nt | 3 | 3 | 12 |
| O=C(COc1ccc2oc3c(c2c1)CCCC3)Nc1ccccn1 | -11 | 44 | -3 | -3 | 17 | -0.8 | 7 | 3 | -4 |
| COc1cccc(Nc2c3c(nc4c(-c5ccccc5)c(C)nn24)CCC3)c1 | 12 | 3 | 3 | -2 | 0 | -1.3 | 7 | -1 | 31 |
| Cn1c(=O)c(C(=O)CN2CCCCC2)c(N)n(Cc2ccccc2)c1=O | -4 | -27 | -8 | 16 | 4 | 3.9 | -2 | 2 | 2 |
| CC(C)OC(=O)CSc1nnc(-c2cnccn2)n1-c1ccc(Cl)cc1 | -16 | 11 | -2 | -6 | 10 | -0.4 | -5 | 8 | 2 |
| COc1ccc(NC(=O)Cc2ccc(Cl)cc2)cc1NC(=O)c1ccco1 | 49 | -9 | -2 | -1 | 3 | -3.5 | -4 | 5 | 14 |
| O=S(=O)(/C=C/c1ccccc1)NC1CCCCCCC1 | -12 | 16 | -4 | -4 | 0 | -3.0 | -7 | 3 | 19 |
| CCOc1ccc(N2CC(NC(=O)c3ccc4ccccc4c3)CC2=O)cc1 (stereo not drawn) | -9 | 2 | -5 | 11 | 3 | -1.6 | 1 | -7 | 3 |
| COc1ccc(NC(=O)C2(C)Cc3c(-c4cccc(C(N)=O)c4)ccnc3O2)cc1OC (stereo not drawn) | nt | 3 | 1 | 5 | 0 | nt | -2 | 1 | 22 |
| Cc1cccc(OCC(=O)N/N=C/c2cccn2C)c1 | -15 | -25 | -2 | -3 | 16 | 3.0 | -5 | 9 | 7 |
| CN(C)C(=O)C1CC(=O)OC12CCCCC2 (stereo not drawn) | 114* | -31 | 1 | 9 | 4 | -1.2 | 9 | 14 | 10 |
| CN(C)C(=O)N1CCC(C(=O)NCc2ccc(F)cc2)CC1 | 2 | -13 | 2 | 4 | 2 | 1.5 | -6 | 6 | 12 |
| Cc1onc(-c2ccccc2Cl)c1C(=O)NNC(=O)c1ccc(F)cc1 | 0 | -24 | -1 | 3 | -4 | -1.0 | 2 | 9 | 7 |
| CCC(C)NC(=O)CSc1nc2ccccc2c(=O)n1-c1c(C)n(C)n(-c2ccccc2)c1=O (stereo not drawn) | 1 | -15 | 0 | 3 | 2 | 2.6 | 10 | -5 | 16 |
| O=C(N/N=C/c1ccncc1)c1cc([N+](=O)[O-])cc([N+](=O)[O-])c1 | 4 | -13 | 1 | 0 | 6 | -0.9 | 5 | -2 | 12 |
| Nc1cc(OC(=O)c2ccco2)nn1S(=O)(=O)c1ccc(F)cc1 | 58* | -10 | -3 | -5 | 8 | -1.0 | 3 | 9 | -8 |
| C=CCOc1c(Br)cc(/C=C2/NC(=S)N(C(C)=O)C2=O)cc1OC | -11 | -6 | 2 | 11 | 2 | 4.1 | 7 | -4 | 3 |
| Cc1ccsc1/C=C1/C(=O)NN(c2ccccc2)C1=O | 1 | 12 | 1 | 3 | 6 | -2.5 | 1 | -1 | 9 |
| C=CCn1c2ccccc2c2nnc(SCC(=O)O)nc21 | 16 | -5 | -2 | 7 | -1 | -1.2 | 3 | 6 | -12 |
| CCc1c(C)nc2c(-c3ccccc3)c(C)[nH]n2c1=O | -3 | -27 | -2 | -1 | 0 | 0.5 | 1 | 17 | -13 |
| COC(=O)c1ccc(NC(=S)NCc2ccco2)cc1 | 5 | -1 | 0 | -1 | 5 | -0.3 | -7 | 5 | -14 |
| CCC(C)C(NC(=O)C1CCC(C)CC1)C(=O)NCCCN1CCCCC1CC (stereo not drawn) | -3 | -23 | -8 | -3 | -1 | 1.9 | 5 | -10 | 21 |
| Cc1cc(S(=O)(=O)Nc2cccnc2)c(C)s1 | 4 | -5 | -2 | 0 | 2 | -0.9 | 7 | 0 | 10 |
| O=C(COC(=O)c1ccc([N+](=O)[O-])cc1Cl)NC(=O)c1ccccc1 | 8 | 10 | -4 | 9 | -1 | -1.2 | 3 | -4 | 8 |
| COCCn1c(SCC(=O)N(C(C)C)C(C)C)nnc1-c1cc2ccccc2cc1O | -4 | 21 | -3 | 6 | 10 | 0.7 | -1 | 3 | 13 |
| Cc1onc(-c2ccccc2)c1C(=O)Nc1ccc(C(=O)N2CCCCC2)cc1 | -3 | -16 | 1 | -5 | 3 | -0.6 | -2 | -1 | -4 |
| CC1CCCC(C)N1C(=O)COC(=O)C(Cc1ccccc1)NC(=O)c1cccs1 (stereo not drawn) | 11 | -1 | -1 | 2 | 3 | 0.5 | 2 | 4 | 11 |
| O=C(Cn1cnc2c(NCc3ccccc3)ncnc21)NCCN1CCOCC1 | -12 | 3 | 0 | 5 | 2 | 0.6 | 1 | -7 | 4 |
| Cc1ccc([N+](=O)[O-])cc1NC(=O)c1ccc(C(C)(C)C)cc1 | 10 | 53* | -3 | -19 | 7 | -0.6 | -19 | 7 | 13 |
| O=C(CN(C(=O)c1cc2c(s1)CCC2)C1CCCC1)NCc1cccs1 | 4 | -26 | 0 | -9 | 7 | -2.6 | -5 | 5 | -3 |

Gathered by group: the entries above containing two or more sulfur atoms (two)
| Molecule | CRFBP-R2 block | TAAR1 antag | M5 ag | CHRM4 PAM | TAAR1 ag | CRFBP-R2 agonist | CHRM5 PAM | M5 antag | M1 PAM parental |
| --- | --- | --- | --- | --- | --- | --- | --- | --- | --- |
| Cc1cc(S(=O)(=O)Nc2cccnc2)c(C)s1 | 4 | -5 | -2 | 0 | 2 | -0.9 | 7 | 0 | 10 |
| O=C(CN(C(=O)c1cc2c(s1)CCC2)C1CCCC1)NCc1cccs1 | 4 | -26 | 0 | -9 | 7 | -2.6 | -5 | 5 | -3 |

Further structures follow:
| Molecule | CRFBP-R2 block | TAAR1 antag | M5 ag | CHRM4 PAM | TAAR1 ag | CRFBP-R2 agonist | CHRM5 PAM | M5 antag | M1 PAM parental |
| --- | --- | --- | --- | --- | --- | --- | --- | --- | --- |
| Cc1nc(N/N=C\c2ccc3c(c2)OCO3)sc1C | -2 | 4 | -2 | 4 | -2 | 0.8 | -1 | 5 | 4 |
| Cc1cc(C)nc(SCC(=O)OCN2C(=O)c3ccccc3C2=O)n1 | -24 | -21 | 0 | 17 | 6 | -2.6 | 1 | -6 | 8 |
| COc1ccc(-c2cc(C(=O)N3CCN(c4ccccc4)CC3)c3ccccc3n2)cc1OC | -16 | 33 | 2 | -3 | 24 | 0.4 | -15 | 15 | 14 |
| COc1ccc(S(=O)(=O)n2ccc(C(C)Oc3ccc(-c4ccccc4)c(F)c3)n2)cc1 (stereo not drawn) | 16 | 12 | 0 | -11 | 7 | -0.7 | -8 | 1 | 15 |

Source: PubChem (several laboratories)
